High-throughput results from PubChem BioAssay.
PABP1 MLLE inh: inhibitors of PABP1 MLLE–PAM2 peptide binding, primary screen, biochemical, fluorescence polarization, FITC-PAM2, GST-MLLE; 360,000 tested, 0.36% active; AID 588489, 2011; Polyadenylate-binding protein 1 (Homo sapiens), P11940; inhibition, % at 20 µM; in the data active = inhibition above about 35%, passing the limit was not always enough;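 note: plate controls were DMSO wells with GST-MLLE for no effect and wells lacking GST-MLLE protein for full effect; some results filed as inactive read as strong as hits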
bovine MsrA act: bovine MsrA enzyme activators, primary screen, biochemical, absorbance, HTS | Methionine sulfoxide reductase A (Bos taurus) | purified bovine MsrA, absorbance read-out | activation, % at 10.6 µM | 360,000 tested, 0.3% active | AID 602163, 2012; in the data active = activation above about 7.5%;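 note: 0% = vehicle and 100% = reference activator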
FAS-TE inh: FAS thioesterase domain inhibitors, primary screen, biochemical, fluorescence intensity, uHTS; Fatty acid synthase (Homo sapiens), P49327; recombinant FAS-TE, OMFH fluorogenic substrate, fluorescence endpoint; inhibition, % at 15 µM; 360,000 tested, 0.67% active;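 active = compounds whose normalised, plate-corrected inhibition of enzyme fluorescence in the single-dose primary screen is 50% or more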;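 note: 0% = DMSO with enzyme and 100% = substrate without enzyme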
Target sequence (P49327 whole entry, looked up, the tested form may be a part): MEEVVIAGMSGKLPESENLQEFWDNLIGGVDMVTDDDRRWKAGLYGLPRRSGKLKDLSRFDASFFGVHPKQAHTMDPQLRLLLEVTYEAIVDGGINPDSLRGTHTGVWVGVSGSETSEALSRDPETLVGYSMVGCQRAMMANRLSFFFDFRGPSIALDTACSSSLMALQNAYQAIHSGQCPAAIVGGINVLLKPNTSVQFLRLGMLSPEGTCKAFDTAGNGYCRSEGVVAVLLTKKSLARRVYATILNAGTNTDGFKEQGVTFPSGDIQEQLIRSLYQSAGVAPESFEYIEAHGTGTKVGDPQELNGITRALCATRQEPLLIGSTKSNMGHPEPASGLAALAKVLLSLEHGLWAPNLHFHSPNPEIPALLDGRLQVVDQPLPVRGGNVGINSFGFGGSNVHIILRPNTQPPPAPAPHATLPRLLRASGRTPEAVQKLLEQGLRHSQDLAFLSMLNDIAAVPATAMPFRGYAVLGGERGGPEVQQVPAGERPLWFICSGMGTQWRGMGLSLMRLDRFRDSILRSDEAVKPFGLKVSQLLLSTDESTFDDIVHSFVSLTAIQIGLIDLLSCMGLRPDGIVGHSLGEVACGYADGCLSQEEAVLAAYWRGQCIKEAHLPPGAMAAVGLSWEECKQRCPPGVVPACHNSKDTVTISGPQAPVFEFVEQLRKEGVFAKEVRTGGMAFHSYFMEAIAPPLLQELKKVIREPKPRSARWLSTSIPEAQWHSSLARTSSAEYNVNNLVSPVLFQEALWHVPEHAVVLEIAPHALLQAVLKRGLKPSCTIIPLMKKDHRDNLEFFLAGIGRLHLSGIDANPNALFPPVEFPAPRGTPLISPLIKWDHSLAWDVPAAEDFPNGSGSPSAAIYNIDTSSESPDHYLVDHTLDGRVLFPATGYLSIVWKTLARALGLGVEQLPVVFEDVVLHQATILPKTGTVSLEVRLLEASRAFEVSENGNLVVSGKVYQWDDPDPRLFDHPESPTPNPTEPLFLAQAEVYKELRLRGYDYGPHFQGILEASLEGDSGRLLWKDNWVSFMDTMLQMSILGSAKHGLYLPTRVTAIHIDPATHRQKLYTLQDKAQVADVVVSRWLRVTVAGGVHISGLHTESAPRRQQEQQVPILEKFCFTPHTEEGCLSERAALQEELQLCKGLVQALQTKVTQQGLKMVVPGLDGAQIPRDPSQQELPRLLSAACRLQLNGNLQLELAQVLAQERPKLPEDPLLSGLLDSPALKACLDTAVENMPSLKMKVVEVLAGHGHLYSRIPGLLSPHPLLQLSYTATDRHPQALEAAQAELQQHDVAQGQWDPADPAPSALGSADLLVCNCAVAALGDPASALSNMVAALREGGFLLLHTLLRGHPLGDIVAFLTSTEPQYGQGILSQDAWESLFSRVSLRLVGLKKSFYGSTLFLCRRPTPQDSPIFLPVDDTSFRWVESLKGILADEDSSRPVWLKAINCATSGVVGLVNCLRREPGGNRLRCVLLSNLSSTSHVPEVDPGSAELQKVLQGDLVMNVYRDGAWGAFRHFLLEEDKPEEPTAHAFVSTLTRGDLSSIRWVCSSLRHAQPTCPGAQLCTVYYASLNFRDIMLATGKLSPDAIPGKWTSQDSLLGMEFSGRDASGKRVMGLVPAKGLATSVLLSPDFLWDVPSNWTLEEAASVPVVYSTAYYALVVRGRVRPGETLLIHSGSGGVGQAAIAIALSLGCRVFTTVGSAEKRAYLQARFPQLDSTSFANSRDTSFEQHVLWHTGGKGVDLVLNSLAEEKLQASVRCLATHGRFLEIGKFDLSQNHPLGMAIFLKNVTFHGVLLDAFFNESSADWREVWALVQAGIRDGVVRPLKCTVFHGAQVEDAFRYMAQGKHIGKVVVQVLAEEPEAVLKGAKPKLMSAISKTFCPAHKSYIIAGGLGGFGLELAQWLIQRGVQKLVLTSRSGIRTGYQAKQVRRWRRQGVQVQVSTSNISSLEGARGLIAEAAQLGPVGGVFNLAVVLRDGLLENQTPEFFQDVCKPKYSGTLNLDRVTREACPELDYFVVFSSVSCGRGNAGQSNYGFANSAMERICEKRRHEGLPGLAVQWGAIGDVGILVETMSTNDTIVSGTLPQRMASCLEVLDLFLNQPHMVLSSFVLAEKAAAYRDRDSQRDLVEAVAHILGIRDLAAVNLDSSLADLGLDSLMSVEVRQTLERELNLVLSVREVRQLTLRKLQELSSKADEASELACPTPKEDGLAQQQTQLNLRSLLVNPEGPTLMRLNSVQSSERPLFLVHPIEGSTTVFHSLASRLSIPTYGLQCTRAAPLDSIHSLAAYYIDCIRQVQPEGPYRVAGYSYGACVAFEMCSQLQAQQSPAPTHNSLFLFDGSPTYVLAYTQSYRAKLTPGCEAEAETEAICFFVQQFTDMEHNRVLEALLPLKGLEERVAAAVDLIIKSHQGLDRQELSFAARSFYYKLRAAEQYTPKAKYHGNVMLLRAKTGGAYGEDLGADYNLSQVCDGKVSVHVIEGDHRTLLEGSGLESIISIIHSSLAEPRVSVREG
Tb MetRS inh: T. brucei MetRS inhibitors, primary screen, biochemical, luminescence | 360,000 tested, 0.4% active | purified T. brucei MetRS, ATP depletion, Kinase-Glo luminescence | inhibition, % at 11.9 µM;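 active = inhibition above a per-plate cutoff of the control wells' mean inhibition plus 3 SD, cut at about 5.5% in these data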;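 note: 0% = DMSO wells median and 100% = median of wells with control inhibitor compound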
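Test system: purified T. brucei MetRS enzyme. Also added: ATP, methionine and E. coli bulk tRNA substrates. Compound: 11.9 µM single point. Schedule: 15 min enzyme-compound preincubation, 2 h reaction, 10 min detection, 25 °C. Signal: luciferase luminescence of residual ATP, Kinase-Glo. Evaluation: percent inhibition versus plate control medians. Controls: DMSO wells, low control.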
MsrA inhibitor: bovine MsrA enzyme inhibitors, primary screen, biochemical, absorbance, HTS; Methionine sulfoxide reductase A (Bos taurus); purified bovine MsrA, absorbance read-out; inhibition, % at 15.5 µM; 360,000 tested, 0.75% active; in the data active = inhibition above about 4.5%;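 note: 0% = vehicle wells with enzyme and 100% = reference inhibitor wells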
NRP1-CendR mod: modulators of CendR peptide binding to NRP-1, primary screen, biochemical, fluorescence polarization, uHTS. Neuropilin-1 (Homo sapiens), O14786. FAM-RPARPAR peptide binding to NRP-1. inhibition, % at 25 µM. 360,000 tested, 0.85% active;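 active = inhibition or corrected inhibition above about 18%, plus a signal ratio from 0.5 to 1.5, limit read from the data, passing the limit was not always enough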; note: strong numbers were not always called active
eLon inh: inhibitors of E. coli Lon protease, primary screen, biochemical, fluorescence polarization; P0A9M0; purified E. coli Lon protease; inhibition, % at 7.94 µM; 360,000 tested, 0.42% active; AID 602123, 2011; in the data active = inhibition above about 13%, passing the limit was not always enough;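 note: 0% = enzyme with probe and DMSO and 100% = no enzyme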
MT1-MMP act inh: blockers of MT1-MMP proenzyme processing, primary screen, HT1080 RFP-PRO-GFP cells, GFP/RFP fluorescence; GFP/RFP ratio fluorescence, overnight; percent of plate control window, DMSO zero; GFP/RFP ratio change, % at 20 µM; 360,000 tested, 0.061% active; Matrix metalloproteinase-14 (Homo sapiens), P50281;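 active = GFP/RFP ratio change of at least 30% with cell ATP level not reduced by more than half and red fluorescence within 50% of control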; note: strong numbers were not always called active
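Assay system: RFP-PRO-GFP reporter HT1080 cells; read-out basis: GFP/RFP fluorescence ratio; benchmarks: DMSO wells and RFP-L50D-GFP cells; doses: 20 µM single dose, 1% DMSO; schedule: overnight cell settling, then overnight compound exposure, 37 °C, 5% CO2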
SKN-1 block: suppressors of acrylamide-induced Pgst-4::GFP reporter in worms, primary screen, SKN-1 inhibitor project, whole organism, uHTS, GFP/RFP fluorescence ratio, strain VP596 | AID 624304, 2012 | 360,000 tested, 0.49% active | C. elegans VP596 Pgst-4::GFP/RFP ratio, 24 h | inhibition, % at 21.8 µM;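 active = interference check ratio from 0.5 to 1.5 plus GFP to RFP signal ratio inhibition reaching or exceeding a fixed threshold, cut at about 30% in these data, passing the limit was not always enough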; note: some compounds called inactive have numbers as strong as hits
Active calls of the source: *; x = no result given.

SMILES	PABP1 MLLE inh	bovine MsrA act	FAS-TE inh	Tb MetRS inh	MsrA inhibitor	NRP1-CendR mod	eLon inh	MT1-MMP act inh	SKN-1 block
O=C(O/N=C(\c1ccccc1)c1ccccn1)c1ccc(Cl)c(Cl)c1	-10	-3	19	-0.4	-0.6	-2	-11	-2	3
COc1ccc(S(=O)(=O)N2CCCCCC2)cc1C(=O)N(C)CC(=O)Nc1ccc(F)cc1	-5	-11	2	-0.7	0.5	-3	-5	7	2
Cc1c(C(=O)N(C)CCCCN2CCOCC2)oc2c(F)cccc12	3	-2	-6	-1.4	-0.1	8	0	-2	1
Cc1cc(Cl)c(O)c(-n2nc3ccccc3n2)c1	-18	-4	-2	-0.6	-0.7	-2	2	-2	-1
COC(=O)c1ccc(NC(=S)Nc2ccccc2)cc1	31	-2	-1	-0.2	-0.1	1	6	3	6
OC(c1ccccc1)C(O)C(c1ccccc1)N1CCCCC1 (stereo not given)	5	-1	-8	-0.1	0.8	11	-1	0	10
CCCCSc1nc(SCC(=O)NCc2ccco2)c2c3c(sc2n1)COC(C)(CC)C3 (stereo not given)	-3	-5	16	0.1	1.2	-25	1	-2	15
COc1cc(NS(=O)(=O)c2ccc(NC(=S)NC(=O)/C=C/c3ccc(F)cc3)cc2)ncn1	41*	-4	-3	-0.5	1.2	-4	-2	0	-13
CCCCN(C)CCNC(=O)c1ccc(Cn2c(=S)[nH]c3ccc(Br)cc3c2=O)cc1	-56	1	-6	5.4	-1.1	0	0	-6	2
COc1cccc(N2CCN(C(=O)CN(c3cc(C)cc(C)c3)S(=O)(=O)c3c(C)noc3C)CC2)c1	-5	0	22	-0.2	-0.8	-20	-13	-3	3
COc1ccc(/C=C/C(=O)NCC2COc3ccccc3O2)cc1OC (stereo not given)	-2	-3	-1	-0.7	-0.2	7	-5	4	2
O=c1nc(Nc2cccc(Cl)c2)oc2cc(Cl)oc(=O)c12	-17	-7	6	-0.9	0.7	-13	-35	-7	1
CCOc1cc(S(=O)(=O)N2CCC(C(N)=O)CC2)ccc1F	3	-1	-6	0.3	-1.7	3	-1	4	11
CCN(CC)c1ccc(C2C(C(=O)OC(C)C)C(=O)CC(C)(O)C2C(=O)OC(C)C)cc1 (stereo not given)	-5	2	0	-0.4	0.5	9	13	-2	18
Cc1ccc2nc(SCC(=O)N(CC(C)C)c3c(N)n(Cc4ccccc4)c(=O)[nH]c3=O)[nH]c2c1	-43	-3	-1	0.5	1.6	11	4	-3	-13
CNC(=S)/N=C/NOCc1ccc(Cl)cc1Cl	9	-4	6	3.4	0.7	7	-3	-19	10
COc1ccc(CCNC(=O)c2ccccc2OCc2ccccc2)cc1	-3	1	30	-0.1	0.1	8	4	0	13
Cc1nnsc1-c1nnc(SCC(=O)c2ccc(C#N)cc2)n1C1CC1	9	-2	-1	0.7	-0.6	10	1	2	-7
Cc1cc(S(=O)(=O)NC2CCCCC2)ccc1-n1cnnn1	-6	-1	1	-0.2	-0.6	-7	-5	-4	4
Cc1nn(-c2ccccc2)c(C)c1-c1nnc(C(F)(F)F)o1	-57	-1	-4	-0.4	0.2	1	-3	-3	17
O=C(COC(=O)Cc1cccc(C(F)(F)F)c1)NC(=O)NC1CCCC1	4	-8	5	0.7	-0.6	-12	1	-2	-8
COc1ccc(NC(=O)[C@H](C)NC(=O)[C@@H]2Cc3ccccc3CN2C(=O)OC(C)(C)C)cc1	9	-5	-1	0.0	-0.3	9	-4	-2	-3
COc1ccc(OCC(=O)Nc2ccc(N3CCOCC3)cc2)cc1	3	-4	-6	0.0	0.3	-5	-5	-8	7
CN(Cc1c(F)cccc1Cl)C(=O)C1=CC=CN2CCS(=O)(=O)N=C12	-14	-2	-9	-0.2	-0.2	6	-1	1	-3
CCN(CC)c1cccc(OC(=O)c2cccnc2Cl)c1	1	-1	20	0.2	-0.8	5	-14	-4	-4
O=C(CSc1nc(-c2ccccc2)nc2c1CCCC2)N1CCOCC1	7	1	1	-0.3	-0.5	13	-2	-2	-2
COc1ccc(CCNC(=O)c2cc(C3CC3)on2)cc1OC	7	-3	-3	-0.1	-1.2	15	-5	3	-6
O=C(Nc1cccc(F)c1)C1CCN(S(=O)(=O)c2cnc[nH]2)CC1	-10	-1	-10	-0.7	0.0	0	8	1	4
CC1CCN(C(=S)NC2CCCCC2)CC1	-102	0	-9	-0.9	-0.3	0	-11	2	4
CC1CCC(CC(=O)O)(C(=O)O)CC1 (stereo not given)	5	-4	-6	-0.2	0.4	20	-4	2	14
COC(=O)c1cc(NC(=O)c2cc(-c3ccccc3Cl)oc2C(F)(F)F)ccc1N1CCOCC1	13	-3	34	-0.7	0.5	-16	-8	-7	-5
CCN(C(=O)COC(=O)C1CCN(S(=O)(=O)c2ccc(C)c(C)c2)CC1)C1CCCCC1	-17	1	28	-0.2	-0.2	14	-8	1	-1
COc1ccc(-c2cc(C(F)(F)F)nc(SCC(=O)NCCCN3CCOCC3)n2)cc1	-4	-12	-8	-1.2	1.8	-4	12	3	-2
CC1CCN(C(=O)c2ccc(NC3=C(Cl)C(=O)N(Cc4ccccc4)C3=O)cc2)CC1	-11	1	7	-0.2	-0.2	-9	-9	-6	6
Cc1ccc(NC(=O)COC(=O)CCc2nc3ccccc3c(=O)[nH]2)c(Br)c1	-15	-1	0	-0.2	1.8	0	-1	-2	11
Cn1c(=O)c2ncn(C)c2n(C)c1=O	5	-13	-2	-0.5	0.5	8	5	5	-17
CCCCC(C(=O)NC(C)(C)C)N(Cc1ccco1)C(=O)c1snc(C(N)=O)c1N (stereo not given)	1	-7	-4	0.0	-0.2	6	-5	7	-4
Cc1nc2sc(C(=O)O)c(N)c2c2c1COC(C)(C)C2	12	-3	-5	0.2	1.8	-6	3	7	2
CC(C)c1ccc(C(O)P(=O)(OC2CCCCC2)OC2CCCCC2)cc1 (stereo not given)	-4	1	25	0.4	0.3	-5	-9	-11	7
O=C(CN1C(=O)CCC1=O)Nc1ccc(Cc2ccc(NC(=O)CN3C(=O)CCC3=O)cc2)cc1	4	0	2	-0.4	0.7	-6	2	-2	-11
CCN(Cc1cnn(C)c1)C(=O)c1cc(COc2cc(C)c(Cl)c(C)c2)on1	3	-2	10	-0.3	-0.8	-3	14	-2	-2
O=C(C[C@H]1C[C@H](C(=O)N2CCOCC2)[C@@]2(CCC3CCCC3)c3[nH]c4cc(-c5ccco5)ccc4c3CCN2C1=O)NCc1cccc(C(F)(F)F)c1	-37	-2	31	-0.3	1.7	-35	1	-11	11
CCc1ccc(NC(=O)N(C2CCC(C)CC2)C2CCN(C(C)=O)CC2)cc1 (stereo not given)	-6	-6	1	-1.3	1.0	-4	-4	4	10
NCCn1c(-c2ccccc2)cc(C(=O)O)c1-c1ccccc1F	-4	-1	-12	0.2	-0.1	-1	-5	3	-7
Fc1ccc(Nc2nc(-c3ccncc3)nc3ccccc23)cc1	0	-12	-2	-1.3	0.5	-8	-4	x	19
O=C(CSc1ccccc1)N1CCC(N2CCC(C(=O)N3CCCC3)CC2)CC1	3	-2	-3	0.0	-1.1	-2	-1	4	-2
COC(=O)[C@H](C)NC(=O)Nc1ccc(OC(F)(F)F)cc1	-7	-2	1	-0.5	0.4	14	-7	1	9
CCCCCCCC(=O)C(C)C(=O)N(C)[C@H](Cc1ccc(OC)cc1)C(=O)N(C)[C@H](C(N)=O)C(C)C (stereo not given in full)	1	-3	0	-0.1	-0.9	-4	-8	0	6
O=C(Nc1nc(-c2ccccn2)cs1)c1ccco1	6	-4	1	-0.3	2.1	-14	-2	3	-1
CSc1nc(C)c(CCOC(=O)c2cccc(C)c2)c(=O)[nH]1	9	-6	-8	-0.7	-0.1	-8	4	1	-6
Cc1ccc(/C=C2/SC(=S)N(CC(=O)Nc3ncc(Cc4ccc(C)cc4)s3)C2=O)cc1	11	-10	-6	-0.5	3.2	0	4	4	-9
Cc1nc(Nc2ccccc2F)c2oc3ccccc3c2n1	6	-2	5	0.1	0.2	11	-10	-1	27
CC1CCN(CC[C@H]2CCCN2S(=O)(=O)c2cccc(O)c2)CC1	2	-2	-2	0.0	-1.1	-13	-2	-2	7
CN(C)CCNC(=O)Nc1ccc(F)cc1F	-8	-7	-4	-0.7	1.9	4	-1	4	-6
CC(C)Oc1ccc(Oc2ccc(C(F)(F)F)cn2)cc1	-4	-6	12	-0.2	-0.2	10	7	-5	15
Cc1cc(-n2c(C)cc(C(=O)COc3ccc([N+](=O)[O-])cc3)c2C)no1	11	-2	26	0.2	2.2	5	1	0	3
O=C(c1ccc(Cl)cc1)c1cnc2ccccn12	0	-8	-4	-0.2	1.2	-2	1	2	4
COc1ccc(CNC(=O)CN(C)S(=O)(=O)c2ccccc2)cc1	1	-1	-5	2.5	1.8	-3	-3	2	1
Cc1c(-c2ccc(Cl)cc2Cl)nc2ccccc2c1C(=O)NCCN1CCOCC1	-8	3	-5	-0.4	1.4	19	-2	-5	-5
O=C(NC1(C(F)(F)F)NC(=O)N(Cc2cccnc2)C1=O)c1ccncc1 (stereo not given)	21	0	-4	0.1	2.0	-5	-2	8	-1

Of the compounds above, 2 have a thiophene ring, fused or not:
SMILES	PABP1 MLLE inh	bovine MsrA act	FAS-TE inh	Tb MetRS inh	MsrA inhibitor	NRP1-CendR mod	eLon inh	MT1-MMP act inh	SKN-1 block
CCCCSc1nc(SCC(=O)NCc2ccco2)c2c3c(sc2n1)COC(C)(CC)C3 (stereo not given)	-3	-5	16	0.1	1.2	-25	1	-2	15
Cc1nc2sc(C(=O)O)c(N)c2c2c1COC(C)(C)C2	12	-3	-5	0.2	1.8	-6	3	7	2

(continued)
SMILES	PABP1 MLLE inh	bovine MsrA act	FAS-TE inh	Tb MetRS inh	MsrA inhibitor	NRP1-CendR mod	eLon inh	MT1-MMP act inh	SKN-1 block
COCCCN1CN(S(=O)(=O)c2ccc(Cl)cc2)c2nc3ccccc3nc21	16	-4	5	-0.5	2.4	-16	-2	-3	3
CC1CCCN(S(=O)(=O)c2ccc(NC(=O)CN3C(=O)NC(C)(c4ccccc4)C3=O)cc2)C1 (stereo not given)	-5	-6	11	-0.5	-0.1	5	8	5	-7
CCn1c(CO)nc2c1c(=O)[nH]c(=O)n2Cc1ccccc1	5	-1	-4	0.4	-1.1	2	-30	3	3
CCn1cc(S(=O)(=O)Nc2cccnc2)cn1	16	-4	-7	0.4	0.2	17	-4	2	-11
O=C1COC(c2ccccc2)=CN1Cc1ccccc1	-3	0	1	0.3	-0.5	0	7	0	11
